Screening results (PubChem)
PP1 counter = PP1-alpha phosphatase inhibitors, primary screen, counter-screen for PP5 inhibitor project, biochemical, fluorescence, OMFP substrate, single point | purified PP1alpha | inhibition, % at 6.7 µM | 320,000 compounds, 0.9% hits | AID 2235, 2010;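 active means inhibition above the mean inhibition of all tested compounds plus 3 SD, computed separately for each screening campaign, cut at about 15% in these data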
Target sequence (P62136 whole entry, looked up): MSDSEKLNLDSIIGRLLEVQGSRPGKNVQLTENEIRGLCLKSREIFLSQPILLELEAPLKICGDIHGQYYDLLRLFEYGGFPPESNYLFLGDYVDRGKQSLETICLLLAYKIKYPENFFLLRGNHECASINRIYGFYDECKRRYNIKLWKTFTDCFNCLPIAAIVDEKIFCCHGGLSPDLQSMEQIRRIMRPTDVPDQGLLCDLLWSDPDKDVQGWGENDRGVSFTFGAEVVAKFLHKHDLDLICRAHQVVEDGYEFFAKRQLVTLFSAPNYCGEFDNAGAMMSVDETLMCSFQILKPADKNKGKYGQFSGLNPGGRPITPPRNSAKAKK
PP5 inh = PP5 phosphatase inhibitors, primary screen, biochemical, fluorescence. Serine/threonine-protein phosphatase 5 (Homo sapiens), P53041. purified PP5c, OMFP substrate fluorescence. inhibition, % at 6.7 µM. 320,000 compounds, 0.18% hits;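 active means inhibition above the campaign's mean inhibition across all tested compounds plus 3 SD, cut at about 9.5% in these data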;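 further: 0% = DMSO only and 100% = 100 µM cantharidin control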
core dimer inh = inhibitors of HCV core protein dimerization, primary screen, biochemical, TR-FRET, high-throughput | inhibition, % at 5 µM | TR-FRET GST/Flag-core106 dimerization, 1536-well | 300,000 compounds, 0.33% hits;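 active means inhibition above the mean of all tested compounds plus 3 SD, set per screening campaign, cut at about 45% in these data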
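Assay system: GST-tagged and Flag-tagged HCV core protein residues 1-106 / Times: compound-protein-antibody incubation 4 h at 22.5 °C / Signal: time-resolved FRET, ex 340 nm, em 617 and 671 nm / Evaluation: % inhibition based on acceptor/donor emission ratio / Benchmarks: wells lacking GST-core106 and wells with excess unlabelled core106 / Repeats: singlicate, one well per compound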
GASC-1 inh = inhibitors of GASC-1 histone demethylase, primary screen, biochemical, fluorescence, DELFIA europium. GST-JMJD2C(1-420) H3K9me3 demethylation. inhibition, % at 2.35 µM. 330,000 compounds, 0.069% hits. AID 2099, 2009;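 active means more than half of a compound's replicate wells show inhibition beyond 50%, single wells judged on their own value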;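 further: signal counts dimethyl H3K9 product captured on neutravidin plate; 0% = median of DMSO wells and 100% = 0.3 times that DMSO median; strong numbers were not always called active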
Target sequence (Q9H3R0 1-420 limits assumed): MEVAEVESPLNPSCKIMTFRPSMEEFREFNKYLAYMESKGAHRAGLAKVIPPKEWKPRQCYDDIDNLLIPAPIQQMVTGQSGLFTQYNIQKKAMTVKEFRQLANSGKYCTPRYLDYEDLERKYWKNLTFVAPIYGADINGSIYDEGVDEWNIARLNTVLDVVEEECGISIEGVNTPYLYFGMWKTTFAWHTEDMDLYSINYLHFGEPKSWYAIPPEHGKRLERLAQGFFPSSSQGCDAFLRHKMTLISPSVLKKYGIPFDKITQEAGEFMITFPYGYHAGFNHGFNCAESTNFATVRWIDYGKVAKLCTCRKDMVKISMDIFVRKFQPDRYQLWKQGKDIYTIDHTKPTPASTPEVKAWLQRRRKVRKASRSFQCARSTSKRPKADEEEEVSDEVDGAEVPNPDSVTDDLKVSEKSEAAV
Efflux pump mplx = inhibitors of Candida efflux pumps in yeast, primary screen, S. cerevisiae, Nile Red, multiplex | S. cerevisiae Candida pump triplex | inhibition, % at 10 µM | 330,000 compounds, 0.44% hits | AID 485275, 2010;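 active means plate passing quality check with inhibition over a set limit, or well fluorescence over plate mean plus 4 SD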;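 further: Nile Red retained in pooled yeast measured as flow cytometry median fluorescence; 0% = buffer negative control and 100% = Enniatin B positive control; higher means more Nile Red kept so more efflux inhibition; some compounds called inactive have numbers as strong as hits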
TPT1 inhibitor = Candida albicans TPT1 enzyme inhibitors, primary screen, biochemical, fluorescence polarization | 300,000 compounds, 0.81% hits | AID 1962, 2009 | inhibition, % at 5 µM | recombinant caTPT1, FP RNA substrate dephosphorylation | tRNA 2'-phosphotransferase TPT1 (Candida albicans SC5314);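 active means inhibition above the mean of all tested compounds plus 3 SD, set per screening campaign, cut at about 24% in these data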;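 further: plate controls were DMSO alone for no effect and ferristatin control at 100 nM for full effect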
CTSL1 counter = Fasciola hepatica cathepsin L1 inhibitors, primary screen, counter-screen for PFM18AAP inhibitor project, biochemical, QFRET, fluorogenic peptide substrate; recombinant F. hepatica cathepsin L1, Z-Leu-Arg-MCA fluorescence; inhibition, % at 5.96 µM; 300,000 compounds, 0.49% hits;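 active means inhibition above the mean of all tested compounds plus 3 SD, set per screening campaign, cut at about 17% in these data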;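 further: 0% = plate median of test compound wells and 100% = 1 µM Z-Phe-Ala-diazomethylketone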
PREPL inh = PREPL enzyme inhibitors, primary screen, biochemical, fluorescence polarization. AID 2751, 2010. recombinant PREPL, fluorescence polarization activity-based probe. inhibition, % at 5.96 µM. 320,000 compounds, 0.68% hits; in the data active means inhibition above about 43%;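 further: 0% = enzyme with DMSO and 100% = wells lacking enzyme; many of its hits are not listed in these tables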
LYPLA2 inh = LYPLA2 inhibitors, primary screen, counter-screen for PME1 inhibitor project, biochemical, fluorescence polarization, FP-Rh probe ABPP | recombinant LYPLA2 | inhibition, % at 5.9 µM | 320,000 compounds, 0.38% hits;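 active means inhibition above the screen-wide mean plus 3 SD, limit set per campaign, cut at about 26% in these data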;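 further: 0% = LYPLA2 with DMSO and 100% = wells lacking LYPLA2 enzyme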
Target sequence (O95372 whole entry, looked up): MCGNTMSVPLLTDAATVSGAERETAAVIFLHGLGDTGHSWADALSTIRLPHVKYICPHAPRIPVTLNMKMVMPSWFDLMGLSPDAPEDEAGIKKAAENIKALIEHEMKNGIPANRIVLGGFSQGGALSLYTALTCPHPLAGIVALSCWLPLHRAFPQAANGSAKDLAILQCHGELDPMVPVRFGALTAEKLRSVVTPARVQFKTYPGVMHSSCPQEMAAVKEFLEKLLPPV
* marks the source's active call; other numbers are inactive results; · = not tested or not shown; & = joins results of further samples. Some of the compounds tested; rates above refer to the full screens.

SMILES	PP1 counter	PP5 inh	core dimer inh	GASC-1 inh	Efflux pump mplx	TPT1 inhibitor	CTSL1 counter	PREPL inh	LYPLA2 inh
O=c1c2c(-c3ccc([N+](=O)[O-])cc3)csc2nc2n1CCC2	-1	-0.7	8	-2	-0.1	-3	1	5	-2
COc1ccc(CCNC(=O)c2ccccc2NC(=O)c2ccco2)cc1OC	-2	-0.8	-3	0	-0.1	1	-2	0	6
COc1ccc2ccc3c(c2c1)N=C[C@]1(O3)N(C)c2ccccc2C1(C)C	8	-0.9	-21	5	0.1	2	-4	7	-9
CCOC(=O)c1c(NC(=O)CSc2nnc(-c3cccnc3)o2)sc2c1CCC2	-2	-0.3	13	2	0.0	-3	1	3	4
Cc1cc(C)n(CC(=O)N2CCCC(N3CCN(c4ccccc4C)CC3)C2)n1 (stereo not given)	-1	4.5	-7	-12	0.4	1	-4	13	-5
CCCc1cc(=O)oc2cc(OCC(=O)NCCCN3CCOCC3)c(Cl)cc12	-4	1.3	0	5	-0.1	0	-6	8	-2
COC(=O)c1ccc(NC(=O)C2CC(=O)N(c3ccc(C)cc3)C2)cc1 (stereo not given)	1	3.0	3	·	0.1	-5	-2	4	12
COc1ccccc1CNS(=O)(=O)c1ccc(-n2cnnn2)c(C)c1	-2	3.0	-8	5	-0.2	-1	-1	14	3
CC(C)C(NC(=O)c1cccs1)C(=O)NC1=NCCS1 (stereo not given)	-2	0.3	-5	5	-0.1	-3	-2	13	3
COC(=O)C1C2C=CC3(CN(CCc4ccccc4)C(=O)C13)O2 (stereo not given)	-3	1.3	1	3&-1	0.0	-2	0	-1	2
Cc1ccc(C(=O)NNC(=O)c2cc3cc4ccccc4nc3s2)cc1	16*	2.0	14	8	0.0	-7	-1	-11	3
NC(=O)c1nn(-c2ccc(Oc3ccccc3)cc2)c(=O)cc1O	2	0.9	8	-8	0.1	-3	0	4	-3
COc1ccc(Br)cc1CSC(=N)N	1	-0.5	1	-10	0.0	-2	2	7	13
Clc1ccccc1SCc1nc2ccccc2[nH]1	2	2.9	0	1	-0.1	1	-1	-8	1
Cc1ccc(S(=O)(=O)NC(=O)NCc2ccc3c(c2)OCO3)cc1	2	0.3	-5	-7	0.1	-6	-1	0	-2
CN(C(=O)/C=C/c1ccccc1)C1CCS(=O)(=O)C1 (stereo not given)	0	3.1	-7	7	0.2	-2	0	-2	5
CCCC(C)NCC(=O)Nc1ccccc1-c1ccccc1 (stereo not given)	-2	1.4	-3	-9	0.0	0	0	-11	-3
O=c1cc(-c2ccc(Br)cc2)[nH][nH]1	2	2.1	-2	-9	0.2	5	-1	1	2
O=c1[nH]c2ccccc2nc1Cc1ccccc1	2	3.4	2	-4	0.0	3	-2	-2	-1
O=C(O)c1csc(Cc2ccccc2)n1	-8	1.8	-7	-7	-0.1	0	6	7	1
Cc1ccc(S(=O)(=O)N2CCN(C(=O)CSC3CCCC3)CC2)c(C)c1	0	1.1	4	12	-0.1	-4	-2	16	5
O=c1[nH]ccc2c(O)cccc12	-2	-2.4	4	1	0.0	3	-3	-3	-1
O=C(NCc1ccccc1)C(c1ccccc1)N(Cc1ccc2c(c1)OCO2)C(=O)Cc1cccs1 (stereo not given)	11	2.3	16	-4	-0.1	-2	-2	-4	1
O=C(Nc1ccc(CN2CCOCC2)cc1)c1ccc(F)cc1	-4	0.3	1	2	0.0	3	-3	2	9
Cc1cc(S(=O)(=O)Nc2ccc(C(=O)NCC3(N4CCCCC4)CCCCC3)cc2)ccc1F	-2	-0.4	1	5	0.3	0	8	0	-4
COc1ccccc1NS(=O)(=O)c1ccc2c(c1)NC(=O)C(C)S2 (stereo not given)	-4	0.4	8	10	0.1	-4	0	-7	-1
Cc1nn(-c2ccc(Cl)c(Cl)c2)c(C)c1C(=O)O	0	0.0	-2	-2	-0.1	-5	0	-1	-2
O=C(C1=C[C@@H](c2ccc(Br)cc2)C[C@@H](OCc2ccc(CO)cc2)O1)N1CCN(Cc2ccc3c(c2)OCO3)CC1	6	-2.2	-8	-1	0.1	-1	-1	45*	-11
CCN(CCNC(=O)C1CCN(c2nnc(-n3cccc3)s2)CC1)c1ccccc1	1	2.0	5	2	-0.1	1	1	1	4
COc1ccc(-c2cc(C3CCN(Cc4ccc([N+](=O)[O-])cc4)CC3)[nH]n2)cc1	0	5.2	2	-12	0.7	3	-1	19	25
COC(=O)Cn1c(CN2CCN(c3ccc(F)cc3)CC2)nc2c1c(=O)n(C)c(=O)n2C	5	2.8	-89	2	0.0	90*	-1	12	1
CCCN(CCC)C(=O)/C=C/c1cccc([N+](=O)[O-])c1	-3	-0.5	1	3	0.0	1	6	10	0
COc1ccc(-c2cc(=O)oc3c(C)c(OCC(=O)Nc4cccnc4)ccc23)cc1	2	4.5	13	41	0.0	-2	-1	-10	6
NC(=O)COc1ccc2cc(-c3ccccc3)c(=O)oc2c1	-5	0.2	0	38	0.1	0	1	7	-3
COc1ccc(C(C#N)c2ccc(Cl)nn2)cc1 (stereo not given)	-2	0.5	2	7	-0.1	-4	2	6	8
C/C(CCc1ccccc1)=N\NC(=O)CC(=O)NCCc1ccccc1	0	2.6	-7	2	0.1	-3	0	-14	6
Cc1ccc(NC(=O)C2CC(=O)N(CCc3ccccc3)C2)cc1Cl (stereo not given)	-1	2.4	·	5	0.2	·	·	7	1
O=C(Nc1cc(=O)[nH]c(=O)[nH]1)c1cccc(C(F)(F)F)c1	2	1.5	-5	13	0.0	-6	-1	4	1
Cc1ccc(N2C(=O)N(CC(=O)Nc3cccc([N+](=O)[O-])c3C)C(=O)C2C)cc1 (stereo not given)	6	1.2	-2	1	-0.1	0	2	-1	7
COc1ccc(N2CCN(CCC(N)=O)CC2)cc1	-1	-3.0	0	-2	0.3	-4	2	5	-4
COc1ccc(NC(=O)c2nnn(Cc3cccc(F)c3)c2N)c(OC)c1	3	4.5	-3	10	0.1	1	1	3	-2
Cc1cc2ccccc2c(=O)n1CC(=O)NCC(=O)N1CCN(c2cccc(Cl)c2)CC1	3	-1.3	2	-2	-0.1	0	-2	2	-8
CCOC(=O)c1sc(NC(=O)c2cc3n(n2)C(C(F)(F)F)CC(c2cccs2)N3)c(C(=O)OCC)c1C (stereo not given)	-2	2.3	2	9	0.2	1	0	-5	4
CCOc1ccc(N2CC(C(=O)NCc3ccc4c(c3)OCO4)CC2=O)cc1 (stereo not given)	-1	3.0	10	-13	-0.4	-2	-1	9	6
CCOC(=O)CSc1cc(C(F)(F)F)nc(-c2ccccn2)n1	-4	-0.6	1	3	-0.1	4	1	-1	3
COc1cccc(NC(=O)CN(C)C(=O)c2ccc(NC3CC3)c([N+](=O)[O-])c2)c1	-1	2.5	·	-3	0.0	·	·	-3	2
Cc1ccc(Cl)cc1NC(=O)c1ccc(Cn2cc(Cl)cn2)cc1	-1	4.3	1	-8	0.4	-1	0	-6	5
Cc1ccc(C)c(N2CCN(S(=O)(=O)c3ccc4c(c3)CC(C)N4C(=O)C3CC3)CC2)c1 (stereo not given)	-2	0.4	16	4	0.2	-2	7	0	-2

2 entries from above in another layout:
Clc1ccccc1SCc1nc2ccccc2[nH]1
  PP1 counter: 2	PP5 inh: 2.9	core dimer inh: 0	GASC-1 inh: 1	Efflux pump mplx: -0.1	TPT1 inhibitor: 1	CTSL1 counter: -1	PREPL inh: -8	LYPLA2 inh: 1
Cc1ccc(S(=O)(=O)NC(=O)NCc2ccc3c(c2)OCO3)cc1
  PP1 counter: 2	PP5 inh: 0.3	core dimer inh: -5	GASC-1 inh: -7	Efflux pump mplx: 0.1	TPT1 inhibitor: -6	CTSL1 counter: -1	PREPL inh: 0	LYPLA2 inh: -2

Additional compounds
SMILES	PP1 counter	PP5 inh	core dimer inh	GASC-1 inh	Efflux pump mplx	TPT1 inhibitor	CTSL1 counter	PREPL inh	LYPLA2 inh
O=C(COc1ccc(Cl)cc1)NCCC1=CCCCC1	2	2.6	4	-1	0.1	-2	4	-16	2
CC(C)(C)S(=O)(=O)c1cnc2c(-c3ccc(Cl)cc3)cnn2c1N	0	-0.5	1	21	0.0	-1	0	-1	2
CCOC(=O)c1nnc2cc(-c3ccccc3)nn2c1C	5	-1.2	7	8	0.3	-2	2	-15	0
CN1CCN(c2ccc(S(=O)(=O)N3CCCCC3)cc2NC(=O)/C=C/c2ccc(OC(F)F)cc2)CC1	6	0.3	1	3	0.1	1	-4	8	-1
CS(=O)(=O)N1CCC(C(=O)Nc2c(F)cccc2F)CC1	0	0.3	-6	15	-0.1	-1	2	16	0
C/C(=N\Nc1nc2ccccc2c(=O)n1O)c1ccco1	4	0.6	-7	16	0.1	0	-2	16	1
COc1cc(OC)cc(C(=O)NNC(=O)CCc2nc3ccccc3c(=O)[nH]2)c1	-3	-1.9	·	11	-0.1	·	·	2	1
C[C@@H]1C(=O)OC[C@H]1NC(=O)OCc1ccccc1	0	3.0	-7	4	0.1	-1	-1	0	-1
Cc1ccc(SCC(=O)OCC(=O)NCCCc2ccccc2)cc1	-2	1.9	-1	113	0.0	1	-4	7	9
CC(C)CNC(=O)C(=O)NCC1CCCN1S(=O)(=O)c1cccs1 (stereo not given)	-10	0.7	3	0	0.1	-2	0	-8	2
O=C(CSc1nnc(NC(=O)CN2CCOCC2)s1)Nc1ccccc1	-2	-1.5	-1	4	-0.1	0	-4	-9	3
CCCN(CC1CC1)C(=O)CSc1nnc(-c2ccco2)n1N	0	0.6	-3	16	0.0	0	-2	-2	-2
Cc1ccc(N2C(=O)N(CC(=O)Nc3cc(C)cc(C)c3)C(=O)C2C)cc1 (stereo not given)	0	1.2	1	20	-0.2	-3	-5	-2	7
CCCCN(CC)CCNC(=O)CN(C)S(=O)(=O)c1ccc2c(c1)c(=O)n(C)c(=O)n2C	3	2.5	5	7	0.2	2	-8	18	1
CCCC(=O)N1CCN(c2ccc(NC(=O)c3cc4ccccc4o3)cc2Cl)CC1	4	2.8	19	2	0.1	2	4	45*	3
CCCCCNc1nc2ccccc2nc1NS(=O)(=O)c1cccs1	2	5.1	12	21	0.1	-2	-1	-4	-7
CCOc1ccc(OCC(=O)N(CCC2=CCCCC2)c2c(N)n(Cc3ccccc3)c(=O)[nH]c2=O)cc1	-2	0.2	7	-2	-0.1	1	-1	-3	-3
CCOc1ccc(C(F)(F)F)cc1NC(=O)COc1ccc(C(F)(F)F)cc1[N+](=O)[O-]	0	-1.2	1	3	0.0	2	1	-10	7
COc1ccc(S(=O)(=O)N2CCOc3ccccc32)cc1	-1	3.3	1	-1	0.1	2	1	-3	6
O=C(N1CCCCC1)N1CCN(S(=O)(=O)c2cccc([N+](=O)[O-])c2)CC1	-1	0.2	3	-8	0.0	-2	2	-8	-5
